bIAP activator = bovine intestinal alkaline phosphatase activators, primary screen, biochemical, bovine IAP, CDP-star luminescence. hit rate 0.17% among 200,000. activation factor at 20 µM. purified bovine IAP, 30 min; stronger effect = higher value; fold of DMSO-control signal, blank-subtracted. alkaline phosphatase, intestinal [Bos taurus];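 active means activation factor of 2 or more at 20 µM, a signal rise over negative controls twice the positive control's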
SRC2 TRFRET art = TR-FRET signal artefacts, primary screen, artefact control for PPARgamma SRC-2 agonist project, biochemical; TR-FRET artefact counter-screen; stronger effect = higher value; TR-FRET ratio at 8 µM; hit rate 0.4% among 200,000; in the data active means TR-FRET ratio above about 2000; further: inactives centre near 1500
bIAP inhibitor = bovine intestinal alkaline phosphatase inhibitors, primary screen, selectivity assay for TNAP inhibitor project, biochemical, bovine IAP, CDP-star luminescence; alkaline phosphatase, intestinal [Bos taurus]; purified bovine IAP, 30 min; AID 1019, 2008; inhibition, % at 20 µM; 190,000 tested, under 10 active;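 active means over 50% inhibition of intestinal alkaline phosphatase at 20 µM in the single-dose screen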
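System: purified bovine intestinal alkaline phosphatase (IAP) enzyme; Input: IAP diluted 1/65,000,000 in the well; Measured by: CDP-star luminescence signal; Compound dosing: 20 µM single dose; Incubation: 30 min reaction at room temperature.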
TNAP inh hiacc = human TNAP enzyme inhibitors, primary screen, biochemical, luminescent, high phosphate acceptor level, uHTS | Alkaline phosphatase, tissue-nonspecific isozyme (Homo sapiens), P05186 | purified TNAP, CDP-star luminescence, 1 M DEA | inhibition, % at 20 µM | hit rate 0.03% among 200,000 | AID 1135, 2008;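 active means over 50% inhibition of tissue-nonspecific alkaline phosphatase at 20 µM in the single-dose screen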;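 further: plate controls were DMSO wells for no effect and EDTA-quenched wells as full inhibition for full effect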
Target sequence (P05186 whole entry, looked up): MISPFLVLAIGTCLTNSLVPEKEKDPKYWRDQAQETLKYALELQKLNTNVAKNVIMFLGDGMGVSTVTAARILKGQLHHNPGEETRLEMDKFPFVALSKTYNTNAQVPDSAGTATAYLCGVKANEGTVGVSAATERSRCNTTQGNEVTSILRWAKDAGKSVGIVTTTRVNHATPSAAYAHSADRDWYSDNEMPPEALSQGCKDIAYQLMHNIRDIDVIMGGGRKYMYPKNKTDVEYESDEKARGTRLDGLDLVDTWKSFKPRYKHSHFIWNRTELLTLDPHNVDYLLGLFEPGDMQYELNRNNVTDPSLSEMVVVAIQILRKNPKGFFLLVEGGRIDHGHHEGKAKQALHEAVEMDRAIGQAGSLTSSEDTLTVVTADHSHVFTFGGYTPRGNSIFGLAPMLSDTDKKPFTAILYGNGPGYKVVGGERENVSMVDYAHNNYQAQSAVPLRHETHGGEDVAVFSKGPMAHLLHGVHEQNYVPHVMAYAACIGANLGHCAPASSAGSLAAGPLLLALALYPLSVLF
TNAP inh noacc = human TNAP enzyme inhibitors, primary screen, biochemical, luminescent, no phosphate acceptor, uHTS; hit rate 0.26% among 200,000; purified TNAP, CDP-star luminescence, 30 min; Alkaline phosphatase, tissue-nonspecific isozyme (Homo sapiens), P05186; inhibition, % at 20 µM;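 active means tissue-nonspecific alkaline phosphatase inhibition above about 50% at 20 µM in the single-dose screen, limit read from the data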;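 further: 0% = DMSO negative control and 100% = EDTA positive control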
TNAP act hiacc = TNAP activators at high phosphate acceptor level, primary screen, biochemical, luminescence, uHTS | activation factor at 20 µM | 200,000 tested, under 10 active | purified TNAP, CDP-star luminescence, 1 M DEA, 30 min; stronger effect = higher value; 0 = EDTA background, 1 = DMSO-only activity;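 active means activation factor at least 2 at 20 µM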
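Measured by: Luminescent substrate turnover signal | Test system: Human TNAP | Input: TNAP 1/800 final | Dosing: 20 µM single point | Schedule: 30 min, room temperature | Controls: EDTA wells as negative control, DMSO wells as positive control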
PPARg SRC-2 ag = agonists of PPARg-SRC-2 recruitment, primary screen, biochemical, HTS; PPARgamma LBD-SRC-2 recruitment; activation, % at 8 µM; hit rate 0.34% among 200,000; in the data active means activation above about 22%;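 further: 0% = vehicle and 100% = reference agonist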
Target sequence (P37231 whole entry, looked up, the tested form may be a part): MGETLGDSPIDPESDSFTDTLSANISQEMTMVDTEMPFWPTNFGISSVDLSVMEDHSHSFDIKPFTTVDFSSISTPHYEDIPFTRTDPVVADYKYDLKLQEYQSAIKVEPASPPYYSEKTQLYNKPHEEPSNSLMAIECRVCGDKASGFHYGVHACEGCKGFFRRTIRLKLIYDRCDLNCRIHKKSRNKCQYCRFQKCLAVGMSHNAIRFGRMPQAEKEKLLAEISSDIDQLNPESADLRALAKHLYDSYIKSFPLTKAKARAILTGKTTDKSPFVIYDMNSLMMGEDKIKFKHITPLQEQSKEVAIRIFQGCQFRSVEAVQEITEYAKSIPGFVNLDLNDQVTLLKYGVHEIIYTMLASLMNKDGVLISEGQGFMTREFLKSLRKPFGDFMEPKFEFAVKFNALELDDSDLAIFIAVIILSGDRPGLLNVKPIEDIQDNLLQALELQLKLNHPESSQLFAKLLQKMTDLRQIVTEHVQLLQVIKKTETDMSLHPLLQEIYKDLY
PPARg SRC3 recr = PPARgamma agonists recruiting SRC-3 coactivator, primary screen, biochemical | Peroxisome proliferator-activated receptor gamma (Homo sapiens), P37231 | biochemical PPARgamma/SRC-3 coactivator recruitment assay | activation, % at 8 µM | hit rate 0.26% among 200,000 | AID 731, 2007; in the data active means activation above about 23%;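 further: 0% = DMSO and 100% = reference agonist; some compounds past the cut are filed as inactive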
PPARg SRC-1 ag = PPARgamma agonists recruiting SRC-1 coactivator, primary screen, biochemical. PPARgamma-SRC-1 coactivator recruitment biochemical assay. AID 631, 2007. hit rate 0.41% among 200,000. activation, % at 8 µM; in the data active means activation above about 19%;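 further: 0% = DMSO and 100% = reference agonist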
HMGR II inh = inhibitors of E. faecalis class II HMGR, primary screen, biochemical, Enterococcus faecalis; inhibition, % at 10 µM; purified E. faecalis HMGR, NADPH absorbance 340 nm kinetic; AID 1066, 2008; HMG-CoA reductase (Enterococcus faecalis, mvaE); hit rate 0.41% among 190,000;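 active means inhibition above a set limit, the median over all tested compounds plus 3 SD, cut at about 9.5% in these data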;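 further: enzyme runs in reverse so mevalonate oxidation gives rising NADPH absorbance; 0% = complete reaction with DMSO and 100% = background rate lacking mevalonate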
The depositor's hits bear a star.

SMILES | bIAP activator | SRC2 TRFRET art | bIAP inhibitor | TNAP inh hiacc | TNAP inh noacc | TNAP act hiacc | PPARg SRC-2 ag | PPARg SRC3 recr | PPARg SRC-1 ag | HMGR II inh
CC(OC(=O)c1nc(-c2ccccc2)n(-c2ccccc2)n1)C(=O)Nc1cc(Cl)cc(Cl)c1 (centres undefined) | 1 | 1465 | 3 | 1 | -1 | 1 | -3 | -3 | 1 | -1
COc1ccc(OCc2cccc(C(=O)N3CCCC3)c2)cc1 | 1.1 | 1445 | -7 | -1 | -12 | 1 | 10 | 0 | -3 | 1
Nc1n[nH]c(-c2ccccc2)c1-c1ccccc1 | 1 | 1604 | 4 | -9 | -12 | 1.1 | 8 | 4 | -1 | 0
O=C(/C=C/c1ccc(S(=O)(=O)N2CCOCC2)cc1)N1CCN(c2ccccc2)CC1 | 1.1 | 1472 | -6 | -2 | -7 | 1 | -7 | -2 | 3 | -4
O=C(CCCc1nc2ccccc2s1)NCc1ccccc1 | 0.9 | 1503 | 10 | -4 | -10 | 1 | 1 | 2 | -2 | 1
COc1ccc(OCCCC(=O)N2CCCc3ccccc32)cc1 | 1.1 | 1582 | -7 | -2 | -5 | 1 | 3 | 6 | 6 | -2
COc1ccc(CCNc2oc(COc3ccc(F)cc3)nc2C#N)cc1 | 0.8 | 1363 | 20 | -2 | -3 | 1 | -1 | 4 | 0 | -4
O=[N+]([O-])c1ccccc1-c1nc(-c2ccc(Br)o2)no1 | 0.9 | 1622 | 5 | -1 | -16 | 1 | 5 | 4 | 3 | -4
O=C(O)c1ccc(Cl)c2c1C1C=CCC1C(c1ccccn1)N2 (centres undefined) | 1 | 1799 | 2 | 4 | -2 | 1 | 17 | 9 | 17 | 5
Cc1nn(-c2ccccc2)c(Cl)c1C(=O)Nc1ccc(N2CCOCC2)cc1 | 1 | 1700 | -4 | -6 | -3 | 1.1 | 0 | -2 | 3 | 3
Cc1ccc(C(=O)COC(=O)CCCC(=O)Nc2cc(C(F)(F)F)ccc2Cl)cc1C | 1 | 1571 | 1 | 5 | 1 | 1 | 1 | 2 | 5 | -6
O=C(CSc1nnc(COc2cccc3cccnc23)o1)N1CCCC1 | 1.1 | 1595 | -7 | -6 | -10 | 1.1 | -1 | -6 | 4 | 12*
O=C(Nc1sc2c(c1C(=O)c1ccc(Cl)cc1)CCCC2)c1cccnc1 | 1 | 1627 | 3 | 6 | 1 | 0.9 | 10 | -1 | -2 | 6
CCOC(=O)CNc1c(-c2ccc(O)cc2)nc2ccc(Cl)cn12 | 0.9 | 1634 | 12 | 4 | -1 | 1 | 8 | 2 | 6 | -4
CCOc1nc(-c2ccc(Cl)cc2)nc2ccccc12 | 1 | 1466 | 0 | -4 | -6 | 1 | -4 | -2 | 4 | 0
CCn1c(=N)c(S(=O)(=O)c2ccccc2)cc2c(=O)n3ccccc3nc21 | 0.9 | 1568 | 8 | -2 | -4 | 1 | -1 | 2 | 2 | -4
O=C(Nc1cccnc1)C12CC3CC(CC(C3)C1)C2 | 0.9 | 1492 | 9 | -6 | -5 | 1.1 | 2 | 1 | 5 | -4
COc1cc(-c2nnc(NC(=O)c3ccc(S(=O)(=O)N4CCOCC4)cc3)o2)cc(OC)c1OC | 1.1 | 1518 | -12 | 5 | -8 | 1 | 2 | 6 | -4 | -4
COc1cccc(NC(=O)Cc2nc(-c3ccccc3)sc2-c2ccc(C)cc2)c1 | 1 | 2590* | 5 | -4 | -9 | 1 | -6 | 3 | 2 | -3
CC1NC(=O)N(C)C2NC(=O)N(C)C(c3ccccc3)C12 (centres undefined) | 0.8 | 1437 | 23 | -3 | -8 | 1 | 7 | 0 | 4 | 1
COc1ccc(NC(=S)NC(=O)c2csnn2)cc1 | 1 | 1427 | 0 | -9 | -10 | 1.1 | -1 | 1 | -3 | 0
COCCn1c(SCc2nnc(-c3ccccc3)o2)nc2sc3c(c2c1=O)CCC3 | 1 | 1514 | -4 | -10 | 6 | 1.1 | -6 | -5 | 12 | -2
Cc1cc(/C=C2/C(=N)N3C(c4ccccc4)=CSC3=NC2=O)c(C)n1-c1ccccc1 | 0.9 | 1674 | 12 | -1 | 8 | 1 | -3 | -1 | 2 | -8
COC(=O)C1=C(N)Oc2cc(C)n(Cc3cccnc3)c(=O)c2C1c1cccc(OC)c1OC (centres undefined) | 0.9 | 1449 | 11 | -3 | -13 | 1 | -1 | -11 | -2 | -6
CC1(C)NC(=O)N(CCOc2cccc(Oc3ccccc3)c2)C1=O | 1.1 | 1548 | -6 | -8 | -12 | 1.1 | 5 | -2 | 3 | 0
O=C(c1ccccc1)C1CCN(CC(=O)N2CCN(c3ccccc3)CC2)CC1 | 1.1 | 1437 | -11 | -6 | -10 | 1.1 | -5 | 1 | -6 | 0
CCCCNC(=O)OCC(CC)NC(=O)OCC(C)C (centres undefined) | 1 | 1370 | 3 | -5 | -2 | 1.1 | -1 | 8 | 8 | -8
CC(=O)NC1=C(N(C)C2CCS(=O)(=O)C2)C(=O)c2ccccc2C1=O (centres undefined) | 1.1 | 1747 | -11 | 7 | 3 | 0.9 | 11 | 1 | 5 | -7
S=c1nc(-c2ccccc2)[nH]n1-c1ccccc1 | 0.9 | 1750 | 7 | 3 | -5 | 1 | 19 | 8 | 10 | 1
Cc1nc2ccccc2c2oc(C(=O)NCCN3CCN(C)CC3)cc12 | 1 | 1699 | 0 | -5 | -12 | 1.1 | 8 | 6 | 7 | -14
CCOC(=O)CSc1nnc([C@@H](NC(=O)OC(C)(C)C)C(C)C)o1 | 0.9 | 1640 | 8 | -1 | -7 | 1 | 1 | 6 | -1 | -3
CCOC(=O)C1(Cc2ccc(OC)cc2)CCN(C(=O)c2ccc3[nH]ccc3c2)CC1 | 1 | 1590 | 0 | -7 | -16 | 1.1 | 6 | 4 | 2 | -1
O=c1[nH]cc(C(F)(F)F)cc1NS(=O)(=O)c1ccc([N+](=O)[O-])cc1 | 1.3 | 1492 | -27 | 1 | -61 | 1 | -6 | -1 | 4 | 1
O=C(CSc1nc2c(c(C(F)(F)F)n1)CCc1ccccc1-2)NCc1ccco1 | 0.9 | 1492 | 7 | 0 | -4 | 1 | 0 | -2 | 4 | -1
Cc1c(C(=O)N/N=C/c2ccc(Cl)cc2)[nH]c2ccc(Cl)cc12 | 0.8 | 1756 | 17 | -2 | 16 | 1 | 10 | 7 | 7 | 0
CC(C)n1c(SCC(=O)Nc2ccccc2)nc2c1c(=O)n(C)c(=O)n2C | 1 | 1401 | -2 | -2 | -10 | 1 | -2 | -10 | -1 | 0
CC(=O)Nc1ccc(C(O)(C(F)(F)F)C(F)(F)F)cc1 | 1 | 1654 | 3 | -5 | -15 | 1 | 7 | 2 | -3 | -4
Cc1cc(C)nc(NS(=O)(=O)c2ccccc2)n1 | 0.9 | 1338 | 7 | -5 | -15 | 1.1 | 6 | -9 | 1 | -1
CC(NC(=O)c1cc2sccc2n1C)c1ccc2c(c1)OCCO2 (centres undefined) | 0.9 | 1555 | 13 | -5 | -5 | 1 | -2 | 2 | -4 | -4
COc1ccccc1NS(=O)(=O)c1cccc(C(=O)N/N=C/c2ccc(C)o2)c1 | 1 | 1537 | -3 | -3 | -8 | 1 | 5 | 0 | 2 | -3
CNc1nc(-c2ccc3c(c2)CCN3C(=O)c2ccccc2F)cs1 | 1.1 | 1679 | -10 | 1 | -1 | 1 | 5 | 0 | 3 | -2
CN(C)/N=C/c1ccc(OC(=O)c2cccc([N+](=O)[O-])c2)cc1 | 1 | 1544 | 4 | -4 | -2 | 1 | 5 | 2 | 0 | -2
CN(CC(=O)Nc1ccccc1Br)Cc1nc2ccccc2c(=O)[nH]1 | 1.3 | 1600 | -26 | -10 | -17 | 1.1 | 3 | 11 | 3 | 0
COc1cccc(-n2c(SCC(=O)N3CCOCC3)nnc2-c2c[nH]c3ccccc23)c1 | 1.1 | 1554 | -6 | -1 | -19 | 1 | 4 | 6 | -5 | -2
Cc1nc2ccc(Cl)cc2nc(C)/c1=N\O | 0.9 | 1612 | 8 | -5 | -12 | 1 | 2 | -2 | 0 | 1
Cn1ccnc1SCc1ccc([N+](=O)[O-])cc1 | 1 | 1511 | 3 | 0 | -8 | 1 | -3 | 3 | -8 | 3
O=C(/C=C/c1c(F)cccc1Cl)Nc1nc2ccccc2[nH]1 | 0.6 | 1345 | 36 | -7 | -6 | 1.1 | -13 | -2 | -6 | -2
Cc1occc1C(=O)NC(C)c1ccc2c(c1)OCO2 (centres undefined) | 0.9 | 1513 | 8 | -2 | 2 | 1 | 2 | 11 | 3 | 1

An excerpt of these results, in CSV form.
SMILES,bIAP activator,SRC2 TRFRET art,bIAP inhibitor,TNAP inh hiacc,TNAP inh noacc,TNAP act hiacc,PPARg SRC-2 ag,PPARg SRC3 recr,PPARg SRC-1 ag,HMGR II inh
COc1cc(-c2nnc(NC(=O)c3ccc(S(=O)(=O)N4CCOCC4)cc3)o2)cc(OC)c1OC,1.1,1518,-12,5,-8,1,2,6,-4,-4
COc1cccc(NC(=O)Cc2nc(-c3ccccc3)sc2-c2ccc(C)cc2)c1,1,2590*,5,-4,-9,1,-6,3,2,-3
CC1NC(=O)N(C)C2NC(=O)N(C)C(c3ccccc3)C12 (centres undefined),0.8,1437,23,-3,-8,1,7,0,4,1
COc1ccc(NC(=S)NC(=O)c2csnn2)cc1,1,1427,0,-9,-10,1.1,-1,1,-3,0

The list goes on.
SMILES | bIAP activator | SRC2 TRFRET art | bIAP inhibitor | TNAP inh hiacc | TNAP inh noacc | TNAP act hiacc | PPARg SRC-2 ag | PPARg SRC3 recr | PPARg SRC-1 ag | HMGR II inh
COC(=O)CN(c1ccc(C)cc1)S(=O)(=O)c1c(C)[nH]c(=O)[nH]c1=O | 1 | 1516 | 3 | -5 | -10 | 1 | 9 | 1 | 0 | -2
O=S(=O)(Cc1nc2ccccc2s1)c1ccccc1 | 0.9 | 1465 | 8 | -4 | -11 | 1 | 3 | -1 | 0 | -3
CC(C)(C)OC(=O)N1CCCC1C(=O)N1CCc2ccccc21 (centres undefined) | 1.3 | 1373 | -31 | 0 | -5 | 1 | -3 | 5 | -1 | 0
CCc1ccc2c(c1)C(O)(CC(=O)c1cccs1)C(=O)N2 (centres undefined) | 0.9 | 1554 | 8 | -4 | -8 | 1 | 0 | 6 | 7 | 4
O=S(=O)(NCc1ccccc1Cl)c1cccs1 | 0.6 | 1535 | 38 | -4 | -14 | 1 | 2 | 3 | -10 | 0

Retrieved by compound from the entries so far (2):
SMILES | bIAP activator | SRC2 TRFRET art | bIAP inhibitor | TNAP inh hiacc | TNAP inh noacc | TNAP act hiacc | PPARg SRC-2 ag | PPARg SRC3 recr | PPARg SRC-1 ag | HMGR II inh
O=S(=O)(NCc1ccccc1Cl)c1cccs1 | 0.6 | 1535 | 38 | -4 | -14 | 1 | 2 | 3 | -10 | 0
CC(C)(C)OC(=O)N1CCCC1C(=O)N1CCc2ccccc21 (centres undefined) | 1.3 | 1373 | -31 | 0 | -5 | 1 | -3 | 5 | -1 | 0
